M. tuberculosis GlmU – inhibition of mycobacterial GlmU enzyme – biochemical, glucosamine-1-phosphate acetyltransferase (AID 1376) | M. tuberculosis GlmU acetyltransferase enzyme assay; higher % means a stronger effect | inhibition, %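 (tested at 30 µM in the primary screen)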, or IC50 in µM where a hit was titrated | hit rate 0.25% among 220,000; in the data active = inhibition above about 13%;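 also: 0% = complete reaction with vehicle and 100% = reaction without substrate; strong numbers were not always called active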
RmlCD inh 1536 – M. tuberculosis RmlC/RmlD inhibition; inhibition, % at 3.6 µM; RmlC+RmlD coupled enzyme assay, percent inhibition; primary screen in compound mixtures; P9WH09+P9WH11; hit rate 0.03% among 160,000; in the data active = inhibition mostly above about 34%, no sharp cut-off; also: some results filed as inactive read as strong as hits
Target sequence (P9WH09 whole entry, looked up): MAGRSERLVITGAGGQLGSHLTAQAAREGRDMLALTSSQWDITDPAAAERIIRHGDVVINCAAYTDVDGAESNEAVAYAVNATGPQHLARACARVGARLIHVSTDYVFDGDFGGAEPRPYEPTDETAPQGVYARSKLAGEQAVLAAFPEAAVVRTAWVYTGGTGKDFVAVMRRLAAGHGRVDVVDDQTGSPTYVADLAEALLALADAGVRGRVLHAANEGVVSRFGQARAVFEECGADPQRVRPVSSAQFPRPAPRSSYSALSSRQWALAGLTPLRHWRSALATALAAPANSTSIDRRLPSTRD
Target sequence (P9WH11 whole entry, looked up): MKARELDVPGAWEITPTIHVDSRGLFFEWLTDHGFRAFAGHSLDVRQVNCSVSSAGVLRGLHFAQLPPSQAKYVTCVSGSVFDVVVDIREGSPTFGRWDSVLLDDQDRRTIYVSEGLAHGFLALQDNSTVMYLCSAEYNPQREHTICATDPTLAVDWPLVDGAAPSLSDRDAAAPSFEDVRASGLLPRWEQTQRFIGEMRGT
The depositor's hits bear a star; . = no result given.

Start of the data: the first four entries, ahead of the listing:
Values run as follows: RmlCD inh 1536, M. tuberculosis GlmU
CCN1CCCC1CN(Cc1cc2ccc(C)c(C)c2[nH]c1=O)C(=O)Nc1ccccc1OC (centres undefined)
→ 4, -7.9%
Nc1cc(N)nc(SCC(=O)Nc2ccc3c(c2)OCCCO3)n1
→ ., 1.0%
CCN(CC)CCN(C(=O)c1ccc(S(=O)(=O)N2CCCCC2)cc1)c1nc2cc3c(cc2s1)OCO3
→ -4, -5.3%
OCc1cn(-c2ccc(Cl)cc2)nn1
→ -7, 6.2%

The listing, previewed entries included:
Values run as follows: RmlCD inh 1536, M. tuberculosis GlmU
CCN1CCCC1CN(Cc1cc2ccc(C)c(C)c2[nH]c1=O)C(=O)Nc1ccccc1OC (centres undefined)
→ 4, -7.9%
Nc1cc(N)nc(SCC(=O)Nc2ccc3c(c2)OCCCO3)n1
→ ., 1.0%
CCN(CC)CCN(C(=O)c1ccc(S(=O)(=O)N2CCCCC2)cc1)c1nc2cc3c(cc2s1)OCO3
→ -4, -5.3%
OCc1cn(-c2ccc(Cl)cc2)nn1
→ -7, 6.2%
Cc1nc2ccccc2c(=O)n1NC(=O)/C=C/c1ccccc1Cl
→ 2, 2.6%
Nc1nnc(CC(=O)NCc2ccccc2)s1
→ ., -1.3%
C(=N\Nc1nc(N2CCCC2)nc(N2CCCC2)n1)/c1ccncc1
→ 8, -3.2%
CCOP(=O)(OCC)c1nc(-c2ccccc2)oc1NCc1ccccc1
→ 6, -0.3%
Cc1ccc(NC(=O)c2ccc(CSc3ncnc4nc[nH]c34)cc2)c(C)c1
→ 3, 0.2%
CCc1nnc(NC(=O)c2ccc(-c3ccc([N+](=O)[O-])cc3Cl)o2)s1
→ 5, -1.4%
COCCn1c(SCC(=O)NCCc2ccccc2)nnc1-c1ccco1
→ 6, -0.5%
O=C(CN1CCOCC1)NC1C2CC3CC(C2)CC1C3 (centres undefined)
→ 13, 6.6%
Fc1ccccc1CNC(=S)Nc1ccc(Cl)cc1
→ 5, 3.1%
CC(=O)N(c1ccccc1)C1SC(=O)N(c2ccccc2)C1=O (centres undefined)
→ ., 0.1%
CCC1CCCCN1CCCNC(=O)CCCOc1cc(=O)n(C)c2ccccc12 (centres undefined)
→ 9, 0.8%
Cc1cnc([N+](=O)[O-])n1CCOC(=O)NC(=O)c1cccc(F)c1
→ 4, -3.7%
CC(=O)c1ccc(-c2ccc(C(=O)NC3CCCCCC3)o2)cc1
→ -7, 3.1%
FC(F)(F)c1nc2ncc(Cl)cc2[nH]1
→ 3, 2.0%
CCCNC(=O)NC(C)C12CC3CC(CC(C3)C1)C2 (centres undefined)
→ 3, 5.4%
CC(C)Cn1c(CN(Cc2ccccc2)Cc2ccccc2)nc2c1c(=O)n(C)c(=O)n2C
→ -10, -5.4%
Cc1nn(CC(=O)NCc2cc3ccccc3[nH]2)c(C)c1[N+](=O)[O-]
→ 5, 3.5%
O=C(CN1CCN(Cc2ccccc2)CC1)NCCNc1ccc([N+](=O)[O-])cn1
→ 19, -8.1%
Cc1ccc(-n2c(SCC(=O)OC(C)C)nnc2-c2cnccn2)cc1
→ -9, -2.6%
CCCCC(=O)Nc1cccc(-c2csc(-c3ccccc3)n2)c1
→ 12, 5.7%
C=CCn1c(C)cc(C(=O)CN2C(=O)c3ccccc3C2=O)c1C
→ -9, 3.4%
CCCNC(=O)c1ccccc1NC(=O)c1ccccc1SC
→ 11, -6.0%
COc1cc(CN2CC(=O)N(c3ccc(C)cc3)C2=S)cc(OC)c1OC
→ -11, 0.6%
c1ccc(CSc2nnc(Cc3ccccn3)o2)cc1
→ ., 3.5%
COc1cccc(C=N[C@@H](CO)[C@@H](O)c2ccc([N+](=O)[O-])cc2)c1O
→ ., -2.7%
Cc1ccc(CC(=O)Nc2ccccc2-c2ccccc2)cc1C
→ 7, 1.7%
N/C(=N/OC(=O)c1ccccc1Cl)c1ncc([N+](=O)[O-])s1
→ -5, 1.5%
CC(/C=C/c1ccc2c(c1)OCO2)=N/NC(=O)c1cccnc1
→ ., -2.1%
CC(C)CCNC(=O)C1CC(c2cccc(F)c2)=NO1 (centres undefined)
→ 9, 2.8%
CC(=O)c1cc(C#N)c(NCc2cc(-c3ccccc3)no2)nc1C
→ -9, -2.8%
COc1cccc(/C(O)=C2\C(=O)C(=O)N(c3ccccn3)C2c2ccccc2OC)c1 (centres undefined)
→ 10, -0.4%
Cc1cc(/C=N/NC(=O)c2ccccn2)c(C)n1-c1cccc([N+](=O)[O-])c1
→ 4, -5.2%
Cc1ccccc1CSCC(=O)c1c(N)n(C)c(=O)n(C)c1=O
→ -9, 0.6%
CCOC(=O)C1=C(N)OC2=C(C(=O)CC(C)(C)C2)C1c1ccoc1 (centres undefined)
→ ., -3.3%
CCC(=O)N1CCN(c2ccc(Cl)cc2NC(=O)Cc2ccccc2)CC1
→ ., 7.0%
O=S(=O)(c1cc(Cl)ccc1Br)N1CCCCC1
→ 1, -5.5%
CC(C)C(O)C1CCN(Cc2nc(Cc3ccccc3Cl)no2)CC1 (centres undefined)
→ -11, -1.8%
O=C(NC1CCCC1)C(c1c[nH]c2ccccc12)N(C(=O)Cn1nnc(-c2ccc(Cl)cc2)n1)c1ccccc1 (centres undefined)
→ -3, -0.5%
O=C1CCCC2=C1C(c1cccs1)CC(=O)N2c1ccc(F)cc1 (centres undefined)
→ ., -1.0%
C=C(C)C(=O)Nc1cccc(C(C)=O)c1
→ -6, .
O=C(/C=C/c1cccc(F)c1)N1CCN(c2ncccn2)CC1
→ 10, 5.0%
N#C/C(=C\c1ccccc1C(F)(F)F)C(=O)Nc1ccccc1F
→ -7, -4.8%
Cc1nc2c(c(C)nn2-c2ccccc2)c(C)c1CCC(=O)N1CCC2(CC1)OCCO2
→ 6, -2.5%
Nc1ncnc2c1ncn2CCNCCc1ccccc1
→ -12, 1.3%
Cc1ccc(S(=O)(=O)Cn2nnnc2C(CC(C)C)N2CCN(c3ccccc3)CC2)cc1 (centres undefined)
→ ., 3.3%
CCOC(=O)C1(CCc2ccccc2)CCN(Cc2csc(C(C)=O)c2)CC1
→ -14, -1.8%
CCOc1nc(C)ccc1-c1noc(-c2ccco2)n1
→ 21, 1.0%
COc1ccc(CC(NC(C)=O)C(=O)NC2CCN(c3c(Cc4ccccc4)c(C)nc4ncnn34)CC2)c(OC)c1 (centres undefined)
→ -1, 2.5%
COc1ccc(N=Cc2c(O)[nH]c3ccccc23)cc1
→ -1, 0.6%
Cn1c(N)c(C(=O)COC(=O)CCCc2c[nH]c3ccccc23)c(=O)n(C)c1=O
→ ., -2.9%
Cc1ccccc1Nc1scc(-c2ccc(Br)cc2)[n+]1-c1ccccc1C
→ 9, -3.1%
CC(=O)c1ccc(Oc2ccc(C(=O)c3ccc(C)c(C)c3)cc2[N+](=O)[O-])cc1
→ ., 1.9%
O=C(Nc1ccccc1)N1CCCC1c1cccs1 (centres undefined)
→ 44, 1.5%
Cc1ccc(CN2CCN(/N=C/C=C/c3ccccc3[N+](=O)[O-])CC2)cc1
→ 4, 5.8%
Cc1cc(NCc2ccccc2)nc(-c2ccccc2O)n1
→ ., -0.8%
O=C(CCc1ccccc1)NC(c1cccs1)c1cc(Cl)c2cccnc2c1O (centres undefined)
→ 13, 4.0%

Individual results from the results shown.
For RmlCD inh 1536, N#C/C(=C\c1ccccc1C(F)(F)F)C(=O)Nc1ccccc1F has the entry -7
For RmlCD inh 1536, C=C(C)C(=O)Nc1cccc(C(C)=O)c1 has the entry -6

More compounds:
Values run as follows: RmlCD inh 1536, M. tuberculosis GlmU
COc1ccccc1Nc1nnc(Cc2ccccc2)c(=O)[nH]1
→ -11, 8.7%
CCOC(=O)CCCNC(=O)CN1C(=O)NC2(CCCCCC2)C1=O
→ 45, 0.2%
O=C(NCc1ccccn1)C1CCCN(S(=O)(=O)c2ccccc2)C1 (centres undefined)
→ 5, -1.2%
CC(=O)c1cccc(NC(=O)N2C3CCC2CC(NC(=O)C2CC2)C3)c1 (centres undefined)
→ 12, -6.3%
COC(=O)c1ccccc1C(=O)N1CCOCCOCCOCC1
→ ., -0.9%
CC1=C(C#N)C(c2ccc3ncccc3c2)C(C#N)=C(C)N1
→ 8, -0.7%
COc1ccc(/C=C2\SC(=S)N(NC(=O)c3csc4c3CCCC4)C2=O)cc1
→ ., -1.1%
S=c1[nH]nc(-c2cccs2)n1/N=C/c1cn(-c2ccccc2)nc1-c1ccccc1
→ -7, 4.3%
O=C(c1ccc(Cl)cc1)N1CCCCC(Cl)C1=O (centres undefined)
→ 17, -1.9%
Cc1ccc(C(=O)SC2=NCCS2)cc1
→ ., -6.0%
Cc1ccccc1C(=O)NC(=S)Nc1ccc2[nH]c(=O)[nH]c2c1
→ -10, 1.3%
CCOC(=O)C1=C(N)n2c(s/c(=C\c3cccs3)c2=O)=C(C(=O)OCC)C1c1cccs1 (centres undefined)
→ -5, -4.8%
C1CCc2nnc(-c3nnc4n3CCCCC4)n2CC1
→ ., -1.1%
CC(=O)C1=C(O)C(=O)N(c2ccc(Br)cn2)C1c1ccc(Br)cc1 (centres undefined)
→ 13, 6.3%
Cc1c(C#N)c(N)nc2c3c(sc12)NC(=O)CC3c1ccc(F)cc1 (centres undefined)
→ 12, -4.8%
CC(=O)c1ccc(NC(=O)Cn2nc(C)cc2C)cc1
→ -11, -0.8%
COc1ccc2c(c1)c(CC(=O)Nc1ccccc1OC)c(C)n2C(=O)c1ccc(Cl)cc1
→ -5, 1.0%
COc1cccc(-n2nnc3c(=O)n(CC(=O)Nc4ccccc4C)cnc32)c1
→ -34, 5.4%
Brc1ccc(NCc2cccc3ccccc23)nc1
→ ., 2.9%
O=C(CSc1nc(-c2ccccc2)c(-c2ccccc2)[nH]1)NCc1ccco1
→ ., -0.7%
CCOC(=O)c1coc(CNC(=O)c2c(C)oc3c2CCCC3)c1
→ 7, -1.5%
COc1ccc(CCNC(=O)CNS(=O)(=O)c2ccc(Br)s2)cc1OC
→ -9, 8.7%
O=C(Cc1ccc(F)cc1)Nc1cccc(-c2cn3c(n2)SCC3)c1
→ ., 1.6%
O=c1[nH]c2sc3c(c2c(=O)n1Cc1ccccc1)CCC3
→ ., 4.0%
COCCNC(=O)c1ccccc1NS(=O)(=O)c1ccc(Br)s1
→ ., 2.7%
C/C(=N\NC(=O)c1ccc(O)cc1)c1cc2ccccc2o1
→ 10, -2.2%
CC(SC1=NCCS1)C(=O)Nc1nnc(-c2ccc(Cl)cc2)s1 (centres undefined)
→ 5, -2.6%
CCNC(=O)CN(C1CCCCC1)S(C)(=O)=O
→ -9, 2.9%
CCc1nnc(NC(=O)CSc2nnc(CNC(=O)c3ccc(OC)c(OC)c3)o2)s1
→ -7, 1.7%
Cc1ccc(S(=O)(=O)N2CCC(C(=O)NCC3CCCO3)CC2)cc1 (centres undefined)
→ -6, 3.1%

Arranged by length of the SMILES (lowest first): part of the list above
Values run as follows: RmlCD inh 1536, M. tuberculosis GlmU
CCOC(=O)CCCNC(=O)CN1C(=O)NC2(CCCCCC2)C1=O
→ 45, 0.2%
CC(=O)C1=C(O)C(=O)N(c2ccc(Br)cn2)C1c1ccc(Br)cc1 (centres undefined)
→ 13, 6.3%
COc1cccc(-n2nnc3c(=O)n(CC(=O)Nc4ccccc4C)cnc32)c1
→ -34, 5.4%
S=c1[nH]nc(-c2cccs2)n1/N=C/c1cn(-c2ccccc2)nc1-c1ccccc1
→ -7, 4.3%

Other compounds follow:
Values run as follows: RmlCD inh 1536, M. tuberculosis GlmU
Cc1ccccc1NC(=O)N(C(C)C)C(C)C
→ ., 0.3%
Cc1ccccc1OCC(=O)Nc1nnc(-c2ccco2)s1
→ 5, 5.3%
NC(=O)COc1ccc(/C=N/NS(=O)(=O)c2ccccc2)cc1
→ -10, -0.8%
O=C(c1ccccc1)c1ccccc1NC(=O)C1CCCN1Cc1ccccc1 (centres undefined)
→ 2, 1.3%
Cc1cccc(NC(=S)N(CCN2CCOCC2)Cc2cc3cc4c(cc3[nH]c2=O)OCCO4)c1
→ -7, -2.6%
Cc1ccccc1NC(=O)CSc1nnc(Cc2ccccc2)o1
→ ., 5.2%
O=C(CCCN1C(=O)c2ccccc2C1=O)Nc1ccccc1
→ 26, -2.6%
CCOC(=O)C(NC(=O)OC(C)C)(Nc1nccs1)C(F)(F)F (centres undefined)
→ ., 2.9%
CCOC(=O)CSC1=Nc2ccccc2C2=NC(CC(=O)NCc3ccc(OC)cc3)C(=O)N12 (centres undefined)
→ 9, -0.6%
Cc1cc(C)c(S(=O)(=O)c2ccccc2)c(Cl)n1
→ -1, -8.2%
Cc1cc(-n2c(C)cc(C(=O)COc3ccc([N+](=O)[O-])cc3)c2C)no1
→ ., 1.2%
Nc1nn(-c2ccccc2)c(N)c1N=Nc1cccc(F)c1
→ -7, 3.1%
Cc1ccccc1NC(=S)N1CCN(Cc2ccc3c(c2)OCO3)CC1
→ -1, 1.6%
CCOC(=O)Cn1c(C)cc(COC)c(C#N)c1=O
→ -14, 0.9%
Cc1sc(-n2c(C)ccc2C)c(C#N)c1C
→ ., 5.8%
CN1C(=O)C(CC(=O)NCC2CCCCC2)SC1=Nc1ccccc1 (centres undefined)
→ -5, 1.1%
O=C(Nc1ccccc1)Nc1ccccc1C(=O)NCc1ccco1
→ ., -1.5%
O=C(CCl)Nc1cn(-c2ccccc2)nc1-c1ccccc1
→ -1, -6.9%
Cc1c(CNC2CCCC(C)C2C)c(C(=O)O)c(C)n1Cc1ccccc1 (centres undefined)
→ -10, 2.6%
CCOc1cc(/C=N/Nc2ccccc2Cl)ccc1OCC(=O)O
→ ., -3.5%
CCOC(=O)CSc1nc2sc3c(c2c(=O)[nH]1)CC(C)(CC)OC3 (centres undefined)
→ ., -1.2%
CC(=O)Nc1ccc(NC(=O)c2ccc(CSc3ccccc3)o2)cc1
→ -8, 7.7%
COc1ccc(CCNC(=O)COC(=O)C2CCCCC2)cc1
→ -6, 2.3%
COC(=O)c1c(SCC(=O)Nc2ccc(C)c(C)c2)nc(=O)[nH]c1C
→ ., -3.2%
CC(C(=O)NC1CCCC1)N(C(=O)c1ccc(-c2ccccc2)[nH]1)c1ccccc1F (centres undefined)
→ 9, 4.3%

Screening data: PubChem BioAssay, several laboratories

A portion of the library; rates above refer to the full screens.
